DAX1 inh-1: NR0B1 (DAX1) inhibition; AID 504766; inhibition, % at 6.75 µM; 0.99% of 340,000 active; HEK293 Gal4-DAX1 luciferase reporter, luminescence;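 active means inhibition above the mean over all tested compounds plus 3 SD, cut at about 4.2% in these data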;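 further: 0% = DAX1-transfected cells with DMSO and 100% = empty-vector control cells with DMSO; inhibition shows as a rise in luminescence from relieved DAX1 repression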
SMARCA2 activ: increases SMARCA2 function in MMTV reporter cells | MG213 cells, MMTV-luciferase reporter, dexamethasone, overnight | activation, % at 9.1 µM | 1% of 370,000 active | AID 652017; in the data active means activation above about 7.8%;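 further: 0% = vehicle wells and 100% = reference activator wells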
GAA850 FXN act: frataxin GAA850 promoter activation; HEK293 lucGAA850 FXN promoter luciferase reporter, 24 h; percent of 10 µM SAHA response; activation, % at 6 µM; 0.56% of 360,000 active;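 active means activation above the average of all compounds screened plus 3 SD, cutoff fixed separately per campaign, cut at about 7.5% in these data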;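 further: 0% = DMSO wells and 100% = 10 µM SAHA wells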
ADAM10 inh: inhibitors of human ADAM10 | 0.62% of 370,000 active | inhibition, % at 7 µM | AID 720582 | recombinant ADAM10, EDANS/DABCYL FRET peptide cleavage, 3 h | O14672;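 active means inhibition above a per-campaign cutoff equal to the mean of compounds falling between control-based bounds plus 3 SD, cut at about 20% in these data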;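 further: 0% = DMSO wells while the 100% control is not disclosed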
ssDAF12 agonist: activates DAF-12 receptor from parasite S. stercoralis; HEK293 ssDAF-12/GRIP1 lit1-tk-luc reporter, luminescence; % of 3 µM dafachronic acid response; activation, % at 6.8 µM; 1% of 370,000 active; AID 652126;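 active means activation above the mean over all tested compounds plus 3 SD, cut at about 0.9% in these data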;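 further: 0% = DMSO-only wells and 100% = 3 µM delta7-dafachronic acid wells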
ADAM17 inh: ADAM17 inhibition, QFRET primary screen | P78536 | recombinant ADAM17, EDANS/DABCYL FRET peptide cleavage | inhibition, % at 6.95 µM | 0.83% of 370,000 active | AID 720648;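 active means inhibition above the mean of compounds lying between control limits plus 3 SD, set per campaign, cut at about 8.5% in these data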;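 further: 0% = DMSO-only wells as the low control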
GC-A act: GC-A (human) enzyme activation; HEK293 GC-A cells, cGMP TR-FRET, EC30 ANP; 0% at EC30 ANP, 100% saturating ANP; activation, % at 10 µM; 0.14% of 370,000 active; in the data active means activation above about 40%
Target sequence (P16066 whole entry, looked up): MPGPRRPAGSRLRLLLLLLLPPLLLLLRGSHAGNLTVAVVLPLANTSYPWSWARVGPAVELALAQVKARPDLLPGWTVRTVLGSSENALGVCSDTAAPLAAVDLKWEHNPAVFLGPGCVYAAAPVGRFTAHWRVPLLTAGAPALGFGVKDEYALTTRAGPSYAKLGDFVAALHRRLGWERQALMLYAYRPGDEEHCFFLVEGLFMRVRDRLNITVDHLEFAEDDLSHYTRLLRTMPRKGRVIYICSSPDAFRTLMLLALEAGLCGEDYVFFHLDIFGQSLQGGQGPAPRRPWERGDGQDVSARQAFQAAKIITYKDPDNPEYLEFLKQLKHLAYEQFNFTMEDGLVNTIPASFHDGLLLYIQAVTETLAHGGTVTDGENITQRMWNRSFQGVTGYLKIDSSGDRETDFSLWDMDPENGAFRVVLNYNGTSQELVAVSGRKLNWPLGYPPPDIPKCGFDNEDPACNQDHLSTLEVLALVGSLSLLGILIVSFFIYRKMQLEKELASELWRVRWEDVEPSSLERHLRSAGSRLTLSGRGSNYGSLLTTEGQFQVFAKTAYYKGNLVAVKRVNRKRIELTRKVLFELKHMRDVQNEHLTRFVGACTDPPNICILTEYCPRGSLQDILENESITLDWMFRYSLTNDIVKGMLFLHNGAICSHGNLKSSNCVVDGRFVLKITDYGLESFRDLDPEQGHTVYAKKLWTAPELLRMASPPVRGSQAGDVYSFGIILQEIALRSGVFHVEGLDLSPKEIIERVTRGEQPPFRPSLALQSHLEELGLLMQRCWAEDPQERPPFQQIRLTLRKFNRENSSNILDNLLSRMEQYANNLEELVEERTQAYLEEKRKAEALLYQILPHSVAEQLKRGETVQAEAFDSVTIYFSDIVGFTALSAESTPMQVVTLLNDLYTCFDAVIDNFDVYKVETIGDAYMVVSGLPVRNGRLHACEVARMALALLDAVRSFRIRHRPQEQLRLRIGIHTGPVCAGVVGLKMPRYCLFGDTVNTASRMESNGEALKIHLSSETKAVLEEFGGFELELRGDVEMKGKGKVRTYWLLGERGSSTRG
PG9 Ab binder: PG9 antibody binding by small molecule | TR-FRET gp120-PG9 antibody binding | 0.43% of 360,000 active | inhibition, % at 6.7 µM | AID 624416; in the data active means inhibition above about 8.5%
hcDAF-12 act: activators of H. contortus DAF-12 nuclear receptor | HEK293 hcDAF-12 lit1-tk-luc reporter, luminescence; 0% DMSO, 100% Δ7-dafachronic acid | activation, % at 6.8 µM | 1.4% of 370,000 active;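 active means activation above the mean of all tested compounds plus 3 SD, cut at about 5.5% in these data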;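 further: 100% = response to 3 µM Δ7-dafachronic acid high control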
hgDAF-12 ag: hgDAF-12 agonism, primary luciferase screen; HEK293 GAL4-hgDAF12 UAS-luciferase reporter, agonist luminescence; normalized to butyrate control; activation, % at 6.8 µM; 1.8% of 370,000 active;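 active means activation above a cutoff set at the mean of all screened compounds plus 3 SD, cut at about 10% in these data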;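 further: 0% = DMSO wells and 100% = sodium butyrate wells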
DAX1 inh-2: DAX1 (NR0B1) inhibition, primary screen. inhibition, % at 6.8 µM. 1.1% of 370,000 active. AID 652010. HEK293T StAR-luciferase reporter, SF-1/DAX-1 repression relief;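 active means inhibition above the mean over all tested compounds plus 3 SD, cut at about 3.6% in these data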;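 further: 0% = DAX-1 cells with DMSO and 100% = cells lacking DAX-1 with DMSO; higher inhibition means more luminescence from relief of DAX-1 repression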
An asterisk follows results filed as active; · = no result given.

SMILES	DAX1 inh-1	SMARCA2 activ	GAA850 FXN act	ADAM10 inh	ssDAF12 agonist	ADAM17 inh	GC-A act	PG9 Ab binder	hcDAF-12 act	hgDAF-12 ag	DAX1 inh-2
CCOC(=O)c1ccc(NC(=O)C2CC(=O)N=C(N)S2)cc1 (stereo not given)	0.6	3	1.0	-2	-0.7	-1	0	-2.9	0.2	2.9	0.6
CCN(CC)CCNc1ccc2nnc(CCNS(=O)(=O)c3ccc(C)cc3)n2n1	-0.4	2	2.3	-3	-1.2	-1	2	-1.2	-2.8	-0.5	0.2
COc1cc(C#N)c(NC(=O)CN2CCC(C(N)=O)CC2)cc1OC	-0.3	-3	-0.1	-3	-1.4	-2	2	0.5	-1.0	0.3	0.7
Cc1ccc(NC(=O)CSc2ncnc3ccccc23)cc1S(=O)(=O)N1CCCCCC1	-2.3	-3	-1.4	11	-1.3	6	1	-1.4	-3.7	-1.1	-1.4
CCN(CC)c1ccc([N+](=O)[O-])cc1C(=O)O	-0.5	-4	1.1	11	-0.8	5	4	0.5	0.5	-0.5	-0.1
COCCNC(=O)Cn1nc(-c2ccc(C)cc2)c2ccccc2c1=O	0.3	-2	-1.1	-6	-1.1	0	0	-1.6	-1.0	-1.9	-0.2
Cc1ccc(C(=O)NNC(=O)c2ccncc2)cc1S(=O)(=O)N1CCOCC1	-0.3	0	-0.3	0	-0.6	0	2	-0.6	-0.6	1.3	1.3
CCCOc1ccc([N+](=O)[O-])c(N)c1	0.8	0	5.7	1	-1.7	2	-1	0.9	-1.8	-1.9	-0.6
CCN(CC)S(=O)(=O)c1cc(C(=O)Oc2cccc(-c3cnc4ccccc4n3)c2)ccc1Br	0.5	-1	-1.0	2	-1.1	-3	-8	-1.3	0.6	0.1	-0.1
O=C(COc1ncnc2ccccc12)N1CCN(C(=O)c2ccco2)CC1	-0.3	1	-1.7	8	-0.8	-2	-5	0.4	-0.3	-2.4	0.8
O=C1OCCN1N=Cc1ccco1	4.1	2	-1.1	-2	-1.0	-1	0	-1.2	-0.4	-0.2	-2.0
CCOc1ccc(Nc2nc(N)nc(CSC(=S)N3CCOCC3)n2)cc1	-0.4	-1	3.9	7	-0.7	2	-1	-1.8	-1.7	0.8	0.0
CCCC(=O)C1=C(O)C(C(=O)OC)C(C)(C)CC1=NC (stereo not given)	0.4	1	-0.5	7	-0.4	0	0	1.0	-0.3	0.3	0.9
COc1ccc(-n2c(Cc3cccs3)nnc2SCC(=O)Nc2ccc(OCc3ccccc3)cc2)cc1	·	-6	·	21*	-1.9	11*	-4	·	0.7	1.5	-2.8
O=C1CCCC/C1=C\Nc1ccc(S(=O)(=O)Nc2cnc3ccccc3n2)cc1	-0.2	-5	1.1	3	-0.9	2	3	0.4	-0.6	-0.6	1.0
COc1ccc(/C=N/OCC(=O)NCc2cccs2)c(OC)c1	-1.2	0	3.4	2	-1.2	2	0	-2.5	-2.0	-0.6	-0.7
CC(=O)c1cccc(NC(=O)c2cc(S(=O)(=O)N3CCOCC3)cs2)c1	0.8	-5	1.1	-4	-1.5	-4	-3	1.0	-3.2	0.3	-1.8
O=C(NCc1cccnc1)c1ccc(NC(=O)c2ccco2)cc1	0.8	0	2.0	1	-0.9	1	3	-4.3	-0.1	1.5	-0.1
O=C(Nc1ccc2oc(-c3ccccc3)nc2c1)c1cccnc1	0.4	3	1.6	0	-1.2	-3	12	-2.4	-0.5	1.5	0.8
Cc1ccc(O)c(C(=O)c2cc(C#N)c3nc4ccccc4n3c2)c1	-0.6	-1	-0.2	-13	-1.1	-6	17	-2.8	-1.5	3.1	0.1
Cc1cc(C)c(S(=O)(=O)Nc2ncccc2C)c(C)c1	0.0	-2	0.3	-25	-1.5	-9	1	0.1	0.9	-3.9	-0.6
COCC(Cc1ccccc1)NC(=O)Cn1cc(C)c(=O)[nH]c1=O (stereo not given)	-1.7	2	0.2	-3	-1.0	-3	1	-1.3	-1.2	-0.3	-0.6
O=C(O)c1c(NC(=O)N2CCOCC2)sc2c1CCCC2	0.1	-3	0.7	-13	-0.3	-5	1	-1.5	0.1	-0.1	0.3
CN(C)S(=O)(=O)c1ccc(C(=O)NCc2nnc(SCC(=O)N3CCCCCC3)o2)cc1	1.1	-2	0.0	-8	-0.4	1	0	1.0	-2.3	1.0	-1.5
CC(=O)C1=C(Nc2ccccc2)CC(C)(O)C(C(C)=O)C1c1ccccc1 (stereo not given)	-0.1	0	-1.0	5	-1.2	-2	-1	-1.0	-0.7	-0.4	-0.1

Among those listed so far, these have an aryl methoxy group:
SMILES	DAX1 inh-1	SMARCA2 activ	GAA850 FXN act	ADAM10 inh	ssDAF12 agonist	ADAM17 inh	GC-A act	PG9 Ab binder	hcDAF-12 act	hgDAF-12 ag	DAX1 inh-2
COc1cc(C#N)c(NC(=O)CN2CCC(C(N)=O)CC2)cc1OC	-0.3	-3	-0.1	-3	-1.4	-2	2	0.5	-1.0	0.3	0.7
COc1ccc(-n2c(Cc3cccs3)nnc2SCC(=O)Nc2ccc(OCc3ccccc3)cc2)cc1	·	-6	·	21*	-1.9	11*	-4	·	0.7	1.5	-2.8
COc1ccc(/C=N/OCC(=O)NCc2cccs2)c(OC)c1	-1.2	0	3.4	2	-1.2	2	0	-2.5	-2.0	-0.6	-0.7

Other structures follow.
SMILES	DAX1 inh-1	SMARCA2 activ	GAA850 FXN act	ADAM10 inh	ssDAF12 agonist	ADAM17 inh	GC-A act	PG9 Ab binder	hcDAF-12 act	hgDAF-12 ag	DAX1 inh-2
O=C(O)CNC(=O)/C(=C/c1ccco1)NC(=O)/C=C/c1ccccc1	2.9	-1	2.5	-3	-0.4	-2	1	0.2	-0.9	-0.7	0.4
O=C(CN1C(=O)COc2ccc(S(=O)(=O)N3CCOCC3)cc21)Nc1cccc(Cl)c1	0.1	0	0.2	6	-0.7	-2	1	-0.7	-1.3	2.8	-0.2
COc1ccccc1C(=O)N1CCN(c2cccc(Cl)c2)CC1	-1.1	-2	-2.8	-1	-0.9	-5	-4	0.4	-0.6	-1.4	-2.6
COc1ccc(N2CCN(S(=O)(=O)c3c(C)[nH]c(C)c3C(=O)N3CCCCC3)CC2)cc1	-0.2	5	0.6	2	-1.2	-1	0	-1.0	2.4	-1.7	0.1
Cc1ccc(C(C)(C)NC(=O)C2CCC(=O)N(CC3CCCCC3)C2)cc1 (stereo not given)	-0.4	-2	-0.6	5	-0.9	-6	4	-1.1	-1.7	2.7	-0.4
N#Cc1ccc(OCC(=O)NCCc2ccc(S(N)(=O)=O)cc2)cc1	0.8	1	1.3	-5	-1.1	-2	7	-0.5	-0.8	-1.1	-0.5
CCOC(=O)Cn1cc(Cn2c3ccccc3c(=O)n2C(C)C)nn1	·	-3	·	-231	-0.9	-50	4	0.3	-1.3	0.0	1.3
COC(=O)C1(CCSC)NC(c2ccc(O)cc2)C2C(=O)N(c3ccc4c(c3)OCCO4)C(=O)C21 (stereo not given)	-0.7	-3	-2.0	6	-1.0	-1	0	-2.1	-1.0	-0.3	0.1
CCC(C)NC(=O)CN1C(=O)NC2(CCOc3ccccc32)C1=O (stereo not given)	-0.4	-1	-0.2	-3	-0.9	-4	1	-0.4	-0.6	2.6	0.2
CC(C)CN(C(=O)COC(=O)CNC(=O)c1sc2ccccc2c1Cl)C1CCS(=O)(=O)C1 (stereo not given)	-0.2	0	0.5	1	-1.2	2	-1	2.4	-1.5	-2.3	1.1
O=C1CC(C(=O)Nc2ccccc2)S/C(=N\NC(=O)c2ccccc2Cl)N1 (stereo not given)	4.3*	-1	-1.3	0	-1.8	2	0	-1.8	-0.2	2.8	0.0
FC(F)(F)Sc1ccc(NC(=S)NCc2ccccc2)cc1	0.0	-2	1.4	20	-0.8	6	0	-1.9	1.6	1.7	0.4
COc1cccc(-c2cnc3c(NC=O)cc(-c4cc(OC)c(OC)c(OC)c4)cn23)c1	·	-1	3.7	-18	-0.8	-5	13	-0.3	-2.7	-1.4	-1.5
Cc1cc(=O)[nH]c(N/N=C/c2ccc(Cl)c([N+](=O)[O-])c2)n1	1.9	2	-0.5	-1	-1.2	-4	-7	0.5	-0.8	0.5	0.2
FC(F)Oc1ccc(-c2csc(Cc3nnc4n3CCCCC4)n2)cc1	-1.0	0	-1.7	-2	-1.1	-3	8	0.8	-1.5	-0.4	0.0
CCOc1ccc(NC(=O)CN(C)Cc2ccc3c(c2)OCO3)cc1S(=O)(=O)N1CCCC1	-0.8	-2	-0.8	-4	-1.3	-2	0	-0.5	-2.6	-0.2	-1.9
Cc1nc(NS(=O)(=O)c2cccc([N+](=O)[O-])c2)sc1C(C)(C)C	0.5	0	1.7	9	-0.6	0	4	-0.5	-2.4	-2.7	-0.5
CC(=O)c1c(C)[nH]c(C(=O)Nc2ccc(C)c(S(=O)(=O)Nc3ccc(C)cc3C)c2)c1C	-0.9	-3	-0.4	13	-2.1	4	-1	11*	-2.8	-1.9	-1.2
COc1ccc(NC(=O)C2CCN(C(=O)c3cccs3)CC2)cc1OC	2.7	-2	-2.1	0	-0.6	0	-3	1.9	-0.8	-1.9	-0.6
CCOc1cc(CN2CCCC(N3CCN(c4ccc(F)cc4)CC3)C2)ccc1OC (stereo not given)	-1.7	-1	-0.2	2	-1.2	-1	0	-1.6	-1.4	0.1	0.0
O=C(c1cc(Cl)cc(Cl)c1)N1CCN(c2cc(C(F)(F)F)nc3ccccc23)CC1	·	-2	2.5	4	-1.4	-2	0	-2.1	-0.6	-1.5	0.0
COCCNC(=O)c1ccc(S(=O)(=O)N2CCCc3ccccc32)cc1	-0.7	0	1.0	-6	-0.9	-4	2	-0.2	-1.3	1.1	-0.4
Cc1ccccc1NC(=O)c1cccnc1	0.6	1	-0.4	2	-1.6	-6	2	-1.9	-1.4	-0.1	0.3
S=P(c1ccc(N2CCOCC2)cc1N1CCOCC1)(N1CCOCC1)N1CCOCC1	0.8	3	-3.4	2	-1.3	1	6	1.9	0.9	-2.1	0.6
COc1ccc(/C=C/C(=O)N(C)C2CCS(=O)(=O)C2)cc1 (stereo not given)	0.3	2	0.6	0	-0.5	-4	0	-1.9	-0.4	2.1	1.8
The list continues.
SMILES	DAX1 inh-1	SMARCA2 activ	GAA850 FXN act	ADAM10 inh	ssDAF12 agonist	ADAM17 inh	GC-A act	PG9 Ab binder	hcDAF-12 act	hgDAF-12 ag	DAX1 inh-2
CC1=NN(c2ccccc2)C(=O)/C1=C\c1cn(C)c2ccccc12	-0.2	2	2.6	3	-1.5	-1	1	-1.6	-0.2	-1.2	-0.3
CC(=O)Nc1c2c(nn1-c1ccc(F)cc1)CSC2	-0.1	-2	-1.3	-2	-1.6	-3	1	-1.9	-0.5	-0.2	1.1
CCCn1c(SCC(=O)Nc2ccc(Cl)cn2)nnc1C1CC1	0.1	-1	-2.7	-9	-0.9	-9	3	-3.2	1.2	1.7	1.2
N#Cc1c(SCC(=O)O)nc(N2CCOCC2)c2c1CCCC2	2.9	-3	0.5	-2	-1.2	-5	-1	0.8	-1.0	2.8	0.3
COc1ccccc1N/N=C1\COC(C)(C)CC1=O	4.8*	3	6.1	6	-1.1	-1	5	-3.0	-0.1	1.1	-0.1
CC(=O)NC(Cc1ccccc1C)C(=O)NC1CCN(C(=O)c2ccc(C)cc2)CC1 (stereo not given)	1.3	-3	-0.1	-13	-1.0	-6	4	-1.3	-0.7	-0.7	0.4
Cc1ccc(NC(=S)NC2CC3CCC(C2)N3Cc2ccco2)c(C)c1 (stereo not given)	0.4	-2	-2.8	-2	-1.6	-4	2	0.1	-0.6	-1.4	0.6

Compound activity as filed in PubChem BioAssay.
